Source: PubChem
CBFb-RUNX1 inh: inhibitors of human CBF-beta and RUNX1 interaction | AlphaScreen CBFb-His/RUNX1-biotin binding, biochemical | Potency, µM (titrated, usually from 59.8 µM), without a hit: at the top dose activity, negative = inhibition, usual class: inhibitors | AID 1477 | 230,000 tested, under 10 active; also: % of control where 0% means no effect
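CBF-beta (His) and RUNX1 (biotin), 30 nM each; 20 min preassociation; + compound, 15 min; + beads 50 ng each (Ni, streptavidin), 90 min; RT; AlphaScreen read.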
Lamin A splicing: LMNA splicing modulation; AID 1487; HeLa LMNA splicing GFP/RFP minigene ratio, 48 h; 200,000 compounds, 0.01% hits; Potency, µM (highest dose often 46.1 µM), inactives show at the highest dose ratio change, negative = inhibition, actives largely listed as inhibitors; active = well fitted inhibition curve with a large enough effect in the signal ratio, with a control signal flat, not every such curve was filed as active; inconclusive = small, poorly fitted or top-dose-only effect, or effect the other way, or a change in a side signal; the % refers to the signal ratio; also: potency is read from the fitted curve at half-maximal effect; % is scaled to controls: 0 for no effect and ±100 for the full control effect
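Read-out is the ratio of GFP to DsRed2 object intensity, acquired by 488 nm laser-scanning cytometry on HeLa lamin A-EGFP minigene reporter cells. Compound incubation 48 hrs at 37 °C in Opti-MEM with 2% FBS; DMSO 0.5% final.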
IMPase Li cell: membrane-permeable IMPase blocker, potentiated with lithium | CHO-M1 cells, IP1 TR-FRET (IP-One), carbachol + lithium | AID 1457 | Potency, µM (doses to about 59.4 µM), for inactives: at the highest dose activity, negative = IMPase inhibition, hits mostly inhibitors | 210,000 compounds, 0.35% hits;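 also: IP1 builds up when IMPase is blocked and the TR-FRET signal falls; potency is read from the fitted curve at half-maximal effect; plate controls were basal vehicle for no effect and high inhibitor control for full effect; nearly all actives have a fitted effect of over 50% in size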
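CHO-M1, 2000 cells/well, 16–30 h culture; cpd + low Li+, 30 min 37C; lysis with d2-IP1/Eu-anti-IP1 Ab, 10 min RT; TR-FRET 665/620 ratio and 620 channel; AC50 via Hill.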
Epigenetic derep: derepresses silenced GFP reporter in murine cells; murine LDR cells, GFP reporter derepression, 30 h; 280,000 compounds, 0.2% hits; Potency, µM (doses to about 53.9 µM), for the others: at the highest dose GFP activation, most hits filed as activators; AID 1865; also: potency is read from the fitted curve at half-maximal effect; % of control where 0% means no effect; nearly all actives have a fitted effect of over 60% in size
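In this reporter-derepression format, murine cells bearing a silenced integrated CMV-GFP locus incubate with test compound (30 h, 37 C), then are washed and imaged; fluorescent objects of 20–120 um count as induced cells.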
aGal spleen mod: alpha-galactosidase A (human) modulation. 240,000 compounds, 0.008% hits. Potency, µM (doses to about 80 µM), for inactives: at the highest dose activity change, negative = inhibition, most hits filed as inhibitors. AID 2107. P06280. human spleen homogenate, 4MU-alpha-Gal fluorescence, 40 min;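 also: potency is read from the fitted curve at half-maximal effect; 0% = enzyme with vehicle and -100% = no enzyme basal signal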
Target sequence (P06280 32-429 limits assumed): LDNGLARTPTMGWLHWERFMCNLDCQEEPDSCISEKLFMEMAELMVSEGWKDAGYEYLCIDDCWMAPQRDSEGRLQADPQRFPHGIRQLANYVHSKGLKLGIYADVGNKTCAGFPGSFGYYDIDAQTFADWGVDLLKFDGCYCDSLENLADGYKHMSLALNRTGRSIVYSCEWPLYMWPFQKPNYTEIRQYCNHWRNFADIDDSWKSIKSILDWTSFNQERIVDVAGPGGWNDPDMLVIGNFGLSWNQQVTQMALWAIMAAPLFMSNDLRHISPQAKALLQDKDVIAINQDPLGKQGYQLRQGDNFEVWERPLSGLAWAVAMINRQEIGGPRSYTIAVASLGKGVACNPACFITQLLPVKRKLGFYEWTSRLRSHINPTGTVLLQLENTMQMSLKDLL
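Fluorogenic readout (Ex 365/Em 440 nm) of 4-methylumbelliferone released from 1 mM 4-MU-alpha-galactoside by spleen homogenate, 40 min at 37C, pH 5.0. Data normalized to no-enzyme and enzyme controls; Hill-equation AC50 from compound titrations.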
Luc counter: Kinase-Glo luciferase inhibition (counter-screen) | Q27757 | Kinase-Glo luciferase, ATP luminescence, 8 min | Potency, µM (doses to about 38.3 µM), inactives show at the highest dose activity change, negative = inhibition, hits mostly inhibitors | 200,000 compounds, 0.28% hits | AID 1379; also: potency is read from the fitted curve at half-maximal effect; % is scaled to controls: 0 for no effect and ±100 for the full control effect; nearly all actives have a fitted effect of over 60% in size
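Luminescence was the read-out, taken after 8-minute incubation at ambient temperature. Luciferase turned over luciferin with 10 uM ATP in imidazole pH 7.2 buffer containing KCl, MgCl2, Tween 20 and BSA.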
NPSR antag: antagonists of human neuropeptide S receptor cAMP signaling | 220,000 compounds, 1% hits | CHO-NPSR cells, cAMP TR-FRET, antagonist mode | Potency, µM (top dose mostly 38.3 µM), inactives show top-dose activity change, negative = inhibition, usual class: inhibitors | Q6W5P4; also: potency is read from the fitted curve at half-maximal effect; % is scaled to controls: 0 for no effect and ±100 for the full control effect; nearly all actives have a fitted effect of over 50% in size; many of its hits are not listed in these tables
Target sequence (Q6W5P4 whole entry, looked up): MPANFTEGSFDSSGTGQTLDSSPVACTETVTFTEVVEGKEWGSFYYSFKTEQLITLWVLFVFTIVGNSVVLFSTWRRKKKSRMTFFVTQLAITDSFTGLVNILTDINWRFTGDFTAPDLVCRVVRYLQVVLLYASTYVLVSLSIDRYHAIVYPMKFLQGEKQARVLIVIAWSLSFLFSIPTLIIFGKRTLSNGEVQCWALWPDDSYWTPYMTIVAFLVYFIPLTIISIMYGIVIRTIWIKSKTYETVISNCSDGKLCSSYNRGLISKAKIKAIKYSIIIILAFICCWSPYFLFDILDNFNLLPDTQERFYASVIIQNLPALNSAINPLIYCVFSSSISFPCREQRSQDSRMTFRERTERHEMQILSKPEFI
Starred values were filed as active, the others as inactive; ? = inconclusive; . = no result given; [ ] = another dose, or the depositor's remark. Unless noted, calls follow the shape of the dose curve; as a rule, active = well fitted curve in the direction sought with a large enough effect; inconclusive = small, poorly fitted or top-dose-only effect, or another doubt; inactive = no such curve, though single readings can be large; an effect the other way counts as inactive or inconclusive. These rows are one share of the data; rates above refer to the full screens.

item | SMILES | CBFb-RUNX1 inh | Lamin A splicing | IMPase Li cell | Epigenetic derep
1 | O=C(NC(=S)Nc1ccc(Cl)cn1)C(c1ccccc1)c1ccccc1 | 0% | ? | 13%[38.3 µM] | 0.2%
2 | Cc1ccc(C(=O)Nc2ccc(N3CCN(S(C)(=O)=O)CC3)cc2)cc1C | -1% | ? | 8% | -0.1%
3 | COc1ccc(NC(=O)CSc2nnc3n2CCCCC3)cc1 | 11% | ? | -7% | 3.9%
4 | COc1ccc(CCN2C(=O)N(c3ccc(OC)cc3)C(=O)C2CC(=O)Nc2ccc(OC)cc2)cc1 (configuration not stated) | 7% | . | . | 0.6%
5 | COc1cc(NC(=O)COC(=O)CSc2cc(C)ccc2C)c(C)cc1[N+](=O)[O-] | 3% | -12% | 1% | 3.4%
6 | COC(=O)c1cc(NC(=O)/C=C/c2ccccc2)ccc1O | -2% | . | 30% | 0.1%
7 | CCO[C@H]1OC(C(=O)NCc2ccccc2)=C[C@@H](c2ccc(C(F)(F)F)cc2)[C@@H]1CCCO | 11% | . | 4% | -1.5%
8 | Cc1c(C(=O)/C=C/N(C)C)nnn1-c1ccc(F)c(Cl)c1 | 1% | . | . | -1.0%
9 | Cc1ccc(N2C(=O)[C@@H]3[C@H](C2=O)C2c4ccccc4C=CN2[C@@H]3C(=O)c2ccco2)cc1 (some centres not stated) | -9% | 12% | -11%[38.3 µM] | -1.9%
10 | CN(Cc1ccco1)c1cc(-c2cccnc2)ncn1 | . | 20% | -7% | .

item | aGal spleen mod | Luc counter | NPSR antag
1 | -3% | -3% | ?
2 | -1% | -3% | 9%
3 | -6% | 5% | 8%
4 | -1% | . | -7%
5 | -6% | 0% | -28%[46.1 µM]
6 | -2% | -1% | 9%
7 | -15% | . | 52%
8 | -3% | . | -2%
9 | -9% | -6% | -10%[46.1 µM]
10 | 8% | . | .

4 entries from above, reformatted.
3) COc1ccc(NC(=O)CSc2nnc3n2CCCCC3)cc1
  CBFb-RUNX1 inh = 11%; Lamin A splicing = ?; IMPase Li cell = -7%; Epigenetic derep = 3.9%; aGal spleen mod = -6%; Luc counter = 5%; NPSR antag = 8%

4) COc1ccc(CCN2C(=O)N(c3ccc(OC)cc3)C(=O)C2CC(=O)Nc2ccc(OC)cc2)cc1 (configuration not stated)
  CBFb-RUNX1 inh = 7%; Lamin A splicing = .; IMPase Li cell = .; Epigenetic derep = 0.6%; aGal spleen mod = -1%; Luc counter = .; NPSR antag = -7%

5) COc1cc(NC(=O)COC(=O)CSc2cc(C)ccc2C)c(C)cc1[N+](=O)[O-]
  CBFb-RUNX1 inh = 3%; Lamin A splicing = -12%; IMPase Li cell = 1%; Epigenetic derep = 3.4%; aGal spleen mod = -6%; Luc counter = 0%; NPSR antag = -28%[46.1 µM]

6) COC(=O)c1cc(NC(=O)/C=C/c2ccccc2)ccc1O
  CBFb-RUNX1 inh = -2%; Lamin A splicing = .; IMPase Li cell = 30%; Epigenetic derep = 0.1%; aGal spleen mod = -2%; Luc counter = -1%; NPSR antag = 9%

(further entries)
item | SMILES | CBFb-RUNX1 inh | Lamin A splicing | IMPase Li cell | Epigenetic derep
11 | COc1ccc(C)cc1S(=O)(=O)Nc1ccncc1 | 6% | . | 0% | 1.1%
12 | CN1CCN(C(=S)NC(=O)c2ccc(-c3ccccc3)cc2)CC1 | -3% | 14%[46 µM] | 1% | 17%
13 | CC(=O)Nc1ccc(Sc2ncnc3scc(-c4ccccc4)c23)cc1 | 5% | ? | 21% | 1.1%
14 | CCCc1cc(=O)[nH]c(SCCOC(=O)c2ccccc2)n1 | 5% | 14% | 49%[activator][38.3 µM] | -0.8%
15 | CCCCCCC1CCC(C(=O)NC(CCSC)C(=O)NC(C(=O)OC)C(C)C)CC1 (configuration not stated) | -15% | 2% | 15%[38.3 µM] | -1.1%
16 | COc1ccccc1CN(Cc1ccco1)S(=O)(=O)c1ccc(-n2cnnn2)c(OC)c1 | -2% | -3% | 43%[activator][38.3 µM] | 0.0%
17 | COCCNC(=O)CCc1nnc(Cc2ccc(-c3ccccc3)cc2)o1 | -1% | 4%[46 µM] | 0% | -1.8%
18 | O=c1c(CCc2ccccc2)nc2cnc(N3CCNCC3)nc2n1Cc1cccs1 | . | 3% | 8% | .
19 | CCCCn1ccnc1C(=O)c1cccc(S(=O)(=O)N2c3ccccc3CC2C)c1 (configuration not stated) | 25% | ? | 4%[38.3 µM] | -1.0%
20 | CSc1ccc(CN(C)CC(=O)Nc2ccc(NC(C)=O)cc2)cc1 | 6% | 17%[9.22 µM] | 4% | 5.7%

item | aGal spleen mod | Luc counter | NPSR antag
11 | -5% | -2% | 14%
12 | 11% | 0% | -10%
13 | -5% | 1% | 0%[46.1 µM]
14 | 1% | 0% | -9%[46.1 µM]
15 | 2% | -5% | -15%[46.1 µM]
16 | -8% | 1% | ?
17 | 4% | 1% | -6%
18 | -3% | . | .
19 | 5% | 16% | -21%[46.1 µM]
20 | 9% | -2% | 0%

(list continues)
item | SMILES | CBFb-RUNX1 inh | Lamin A splicing | IMPase Li cell | Epigenetic derep
21 | N#Cc1ccc(Oc2nc(C(N)=O)cc(-c3ccccc3)n2)cc1 | 1% | 6% | -15%[38.3 µM] | 2.8%
22 | c1ccc2c(Nc3ccncc3)nc(-c3ccoc3)nc2c1 | . | -29% | -2% | 0.8%
23 | COC(=O)CNC(c1ccccc1)c1cc(Br)ccc1NC(=O)CNC(=O)OCc1ccccc1 (configuration not stated) | 7% | ? | 14% | 0.0%
24 | CCCCSCCCNC(=O)CS(=O)Cc1nc(-c2cccc(C)c2)oc1C (configuration not stated) | 3% | ? | 22%[38.3 µM] | 2.6%
25 | COc1ccc(N=Nc2nc3ccc(Br)cc3n2C)cc1 | -19% | 18% | 19%[38.3 µM] | -0.9%
26 | COc1ccc(C2(CNC(=O)Cc3ccc(OC)c(OC)c3)CCCC2)cc1 | -1% | 6%[46 µM] | 0% | 0.0%
27 | COC(=O)CCC(=O)N1CCCC(CNS(=O)(=O)c2ccc(OC)cc2)C1 (configuration not stated) | 6% | 0%[46 µM] | 3% | -4.0%
28 | Oc1ccccc1Nc1nc(NCc2ccco2)c2ccccc2n1 | -3% | . | . | -0.9%
29 | CCCCNC(=O)CC(NS(=O)(=O)c1ccc(C)cc1)c1ccco1 (configuration not stated) | 3% | 2% | . | 0.0%
30 | Cc1cc(OCC(C)C)ccc1/C(O)=C1/C(=O)C(=O)N(Cc2cccnc2)C1c1ccncc1 (configuration not stated) | -1% | -3% | 4.5µM* | 3.9%

item | aGal spleen mod | Luc counter | NPSR antag
21 | -4% | -3% | -12%[46.1 µM]
22 | -11% | -1% | .
23 | 7% | 2% | -51%
24 | -1% | -4% | -9%[46.1 µM]
25 | 5% | ? | -8%[46.1 µM]
26 | -5% | -2% | -6%
27 | 6% | 1% | -18%
28 | 3% | . | ?
29 | 0% | . | -3%[46.1 µM]
30 | 2% | 3% | ?

(next part)
item | SMILES | CBFb-RUNX1 inh | Lamin A splicing | IMPase Li cell | Epigenetic derep
31 | COc1ccccc1/C=C/C=N/N1CCN(Cc2ccc(Cl)cc2)CC1 | . | -7% | 20%[38.3 µM] | -3.1%
32 | CCn1c(COc2ccc3c(c2)CCCC3)nnc1SCC(=O)Nc1ccc(C(=O)OC)cc1 | 2% | ? | . | -0.9%
33 | COc1cc(CNCc2cccs2)ccc1OCC(=O)NC(C)(C)C | 1% | 1% | 20%[38.3 µM] | -1.1%
34 | O=C(CCCN1C(=O)c2ccccc2C1=O)N1CCN(c2ccccn2)CC1 | 12% | -3% | 15%[38.3 µM] | 1.1%
35 | Fc1ccc(CSc2nnc3ccc(-c4ccncc4)nn23)cc1 | -6% | ? | -3% | 6.6%
36 | COc1cc(/C=N\NC(=O)c2ccc(Cn3nc([N+](=O)[O-])c(Cl)c3C)o2)ccc1O | -1% | -4% | 28%[38.3 µM] | -1.1%
37 | CN(C)c1ccc(C(=O)N2CC(=O)N(CCc3ccccc3)C(=O)C2)cc1 | 2% | 12% | 17%[38.3 µM] | 0.0%
38 | CC(/C=N/Nc1nc(C)cc(=O)[nH]1)=C\c1ccccc1 | 4% | . | 8% | -1.2%
39 | COc1cc(CNCCN(C)C)ccc1OCc1c(F)cccc1Cl | 6% | -11%[46 µM] | 3% | -0.6%[10.1 µM]
40 | COc1ccc(-c2cc(C(F)(F)F)c(C#N)c(SCC(=O)Nc3nc(C)co3)n2)cc1 | -2% | 4% | . | -1.0%

item | aGal spleen mod | Luc counter | NPSR antag
31 | -23% | -2% | -20%[46.1 µM]
32 | -2% | . | -14%[46.1 µM]
33 | -4% | 1% | -4%[46.1 µM]
34 | 3% | 0% | -3%[46.1 µM]
35 | 0% | 1% | -12%
36 | 1% | -2% | -15%[46.1 µM]
37 | 21% | 2% | -9%[46.1 µM]
38 | 2% | -5% | -24%
39 | 7% | 4% | 0%
40 | 4% | . | -11%[46.1 µM]

Remaining list, next part
item | SMILES | CBFb-RUNX1 inh | Lamin A splicing | IMPase Li cell | Epigenetic derep
41 | COc1cccc(NC(=S)/C(=C(\[O-])c2ccc(C)c([N+](=O)[O-])c2)[n+]2ccccc2)c1 | -8% | -5% | 17%[38.3 µM] | -1.0%
42 | O=C(NC1CC1)c1ccc(-c2ccccc2)cc1 | -12% | -4%[46 µM] | -6% | 5.7%
43 | COc1cc(/C=N/NC(=O)c2cccnc2)ccc1OS(=O)(=O)c1ccc(F)cc1 | 8% | ? | 19%[38.3 µM] | 0.0%
44 | CC1(C)CC(=O)c2cc(N=C/C(C(=O)c3ccccc3)=C(\O)c3ccccc3)c(=O)oc2C1 | -1% | 0%[46 µM] | 4% | -1.3%
45 | CCCOc1ccc(-c2nc(C#N)c(NCCCn3ccnc3)o2)cc1 | -14% | 15% | 5%[38.3 µM] | 0.0%
46 | C[C@@H](C(=O)Nc1nc2ccccc2s1)N1C(=O)C2CC=CCC2C1=O (some centres not stated) | 1% | . | 0% | -1.6%
47 | CC1=C(C(=O)OCc2ccccc2)C(c2ccc(N(C)C)cc2)NC(=O)N1 (configuration not stated) | ? | -5% | 20% | -1.0%
48 | CCOc1ccc(NC(=O)C2CCN(C(=O)NCc3ccccc3)CC2)cc1 | 2% | -1% | -7%[38.3 µM] | -2.7%

item | aGal spleen mod | Luc counter | NPSR antag
41 | -4% | -6% | -11%[46.1 µM]
42 | 17% | -13% | 7%
43 | 2% | -3% | -4%[46.1 µM]
44 | 5% | -1% | -29%
45 | 3% | -3% | -5%[46.1 µM]
46 | -5% | 0% | -9%
47 | -7% | 3% | 3%
48 | -7% | 0% | -5%[46.1 µM]
